S-ASM inh = human S-ASM enzyme inhibition | P17405 | placental ASM, HMU-PC fluorogenic substrate, 60 min | Potency, µM (top dose mostly 57.5 µM), for the others: at the highest dose activity change, negative = inhibition, hits mostly inhibitors | 340,000 tested, 0.006% active | AID 504937; further: potency means the concentration at half of the fitted maximal effect
Target sequence (P17405 47-631 limits assumed): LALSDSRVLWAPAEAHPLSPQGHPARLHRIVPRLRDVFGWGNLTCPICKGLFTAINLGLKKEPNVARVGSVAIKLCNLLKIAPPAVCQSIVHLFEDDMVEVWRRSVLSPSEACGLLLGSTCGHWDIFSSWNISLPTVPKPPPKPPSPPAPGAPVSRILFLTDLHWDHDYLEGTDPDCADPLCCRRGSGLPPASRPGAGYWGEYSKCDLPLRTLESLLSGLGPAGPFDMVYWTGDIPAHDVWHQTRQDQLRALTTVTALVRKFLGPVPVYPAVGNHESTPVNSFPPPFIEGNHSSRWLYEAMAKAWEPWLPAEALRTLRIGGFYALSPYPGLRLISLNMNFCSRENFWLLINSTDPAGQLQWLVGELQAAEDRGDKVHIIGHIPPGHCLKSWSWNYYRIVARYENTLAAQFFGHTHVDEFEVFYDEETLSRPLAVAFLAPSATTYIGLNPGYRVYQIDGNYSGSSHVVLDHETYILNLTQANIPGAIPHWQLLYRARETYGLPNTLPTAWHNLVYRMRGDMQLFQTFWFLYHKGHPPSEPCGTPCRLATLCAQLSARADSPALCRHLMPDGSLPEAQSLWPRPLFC
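Fluorogenic HMU-PC substrate (9 uM final) is turned over by placental ASM in 60 min at 37 C after a 10 min compound preincubation. Reaction ended by alkaline stop (pH 10), with fluorescence read at 386/447 nm.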
TSG101-PTAP inh = blocks PTAP/TSG101 interaction to inhibit HIV-1 budding. Fluorescence polarization, FITC-PTAP peptide / Tsg101 binding. Potency, µM (highest dose often 115 µM), without a hit: at the top dose activity change, negative = inhibition, most hits filed as inhibitors. 340,000 tested, under 10 active; active means well fitted inhibition curve with a large enough effect in the main read-out, with a control signal flat, not every such curve was filed as active; inconclusive means small, poorly fitted or top-dose-only effect, or effect the other way, or a change in a side signal; inactive means no such curve, though single readings can be large or run the other way; further: potency means the concentration at half of the fitted maximal effect; % of control where 0% means no effect
Target sequence (Q99816 whole entry, looked up): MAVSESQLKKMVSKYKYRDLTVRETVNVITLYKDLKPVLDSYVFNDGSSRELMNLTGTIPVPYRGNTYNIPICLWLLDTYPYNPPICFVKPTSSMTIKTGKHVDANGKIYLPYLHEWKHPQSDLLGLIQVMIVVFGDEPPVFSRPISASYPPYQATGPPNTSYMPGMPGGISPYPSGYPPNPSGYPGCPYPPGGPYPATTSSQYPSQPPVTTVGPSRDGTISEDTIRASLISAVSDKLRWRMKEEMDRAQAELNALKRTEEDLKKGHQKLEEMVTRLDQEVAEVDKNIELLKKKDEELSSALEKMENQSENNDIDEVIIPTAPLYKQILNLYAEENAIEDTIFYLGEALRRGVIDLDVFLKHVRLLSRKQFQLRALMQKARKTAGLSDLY
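Compounds were pin-transferred onto Tsg101 binding domain (10 uM final) in HEPES pH 7.5 buffer, then FITC-PTAP peptide was added at 50 nM final. After 20 min at RT, polarization reported peptide displacement across a qHTS concentration series.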
Integrin act MD = activators of alpha7 integrin expression for muscular dystrophy; alpha7betagal myoblasts, beta-gal FDG fluorescence, 48 h; Potency, µM (titrated, usually from 38.3 µM), inactives show at the top dose activation, usual class: activators; 350,000 tested, 0.064% active; AID 624291;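 further: potency means the concentration at half of the fitted maximal effect; 100% = response of the positive control SU9516; nearly all actives have a fitted effect of over 60% in size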
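Alpha7betagal+/- myoblasts (passage 13) were plated 16-24 hr, then exposed to compounds (1:260 dilution of DMSO stock) for 48 hours at 37C. After MPER lysis, β-galactosidase reporter activity was read as FDG fluorescence (ex 480/em 540) after 30 minutes.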
Giardia killer = Giardia lamblia killing. Giardia lamblia trophozoite viability. activity change, % at 7.66 µM, hits read low. 340,000 tested, 0.15% active. AID 540267; in the data active means activity change below about -80%; inconclusive means between about -30% and that limit;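 further: parasites exposed to compound for two days anaerobically before the ATP read; on the % scale 0 is the no-effect control and ±100 the full control effect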
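Anaerobic 48 hrs incubation at 37 deg C of 100 trophozoites/well with test compounds; ATPLite 1-Step luminescence, 15-30 min RT, reports cellular ATP as viability.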
Numbers without * were called inactive; i = inactive; ? = inconclusive; [ ] = dose if it differs, or a comment. Unless noted, the call rests on the fitted dose curve; in most records, active means well fitted curve in the direction sought with a large enough effect; inconclusive means small, poorly fitted or top-dose-only effect, or another doubt; inactive means no such curve, though single readings can be large; an effect the other way counts as inactive or inconclusive.

Molecule	S-ASM inh	TSG101-PTAP inh	Integrin act MD	Giardia killer
COc1ccccc1C=NN=C(N)C(N)=NN=Cc1ccccc1OC	-4%	-1%	22%	6
CC(C)(C)OC(=O)N1CCC(C(=O)Nc2ccc(C(=O)NCc3ccccc3)cc2)CC1	-1%	1%	-9%	3
Cc1cc(-c2nnc(CCC(=O)NC(C)(C)C34CC5CC(CC(C5)C3)C4)o2)no1	-3%	-1%	-6%	-7
CCN(CC)S(=O)(=O)c1ccc(C(=O)Nc2cc(S(=O)(=O)N3CCOCC3)ccc2N2CCN(C)CC2)cc1	7%	-2%	-11%	-22
Clc1ccccc1NCSC1=NCCS1	-3%	-8%	-1%	-2
CC(=O)C1CCC2C3CC(C)=C4CC(O)CCC4(C)C3CCC12C (centres undefined)	0%	-6%	30%	-7
COc1ccc(CCN2CC(C(=O)OCC(=O)N(C)CC(=O)Nc3ccccc3Cl)CC2=O)cc1OC (centres undefined)	0%	-7%	-32%	-20
CC1=CC(=O)C(C(C)=Nc2cccc(Cl)c2)C(=O)O1 (centres undefined)	-1%	-5%	2%	0
Cc1c(C(=O)NNC(=O)c2ccccc2O)oc2ccc(Br)cc12	1%	-1%	-12%	2
O=C(/C=C/c1ccccc1)NCCc1c[nH]c2ccccc12	-3%	1%	-14%	-3

Rewritten as labelled records: part of the list above
canonical_smiles: CC1=CC(=O)C(C(C)=Nc2cccc(Cl)c2)C(=O)O1 (centres undefined)
  S-ASM inh = -1%
  TSG101-PTAP inh = -5%
  Integrin act MD = 2%
  Giardia killer = 0
canonical_smiles: Cc1c(C(=O)NNC(=O)c2ccccc2O)oc2ccc(Br)cc12
  S-ASM inh = 1%
  TSG101-PTAP inh = -1%
  Integrin act MD = -12%
  Giardia killer = 2

(continued)
Molecule	S-ASM inh	TSG101-PTAP inh	Integrin act MD	Giardia killer
O=S(=O)(Nc1ccccc1-c1ccccc1)c1ccccc1	0%	-1%	-1%	8
Cc1nc(N2CCN(Cc3ccc4c(c3)OCO4)CC2)c2oc3ccccc3c2n1	-1%	0%	-42%	2
COc1ccc2nc(C3CCCCC3)c3c(c2c1)CCC3	0%	1%	-31%	-4
CCCNC(=O)c1c(CSc2ccc(Cl)cc2)noc1C(=O)NCc1ccccc1	-10%	-3%	-44%	-3
NC(=O)NC1(C(=O)O)CCCC1	4%	-1%	9%	-13
CCC(C)c1c(N)n(S(=O)(=O)c2ccc(C)cc2)oc1=O (centres undefined)	-2%	-7%	2%	-11
CCN(CC(=O)Nc1ccc(NC(C)=O)cc1)C(=O)c1ccc(COc2ccc(C(C)(C)C)cc2)cc1	-19%	2%	-52%[inhibitor]	0
Cc1ccc(C2=NOC(C)(c3sc(-c4ccc(Cl)cc4)nc3C)C2)cc1 (centres undefined)	-11%	-7%	18%	-13
COc1ccccc1C(=O)Cc1ccccc1	-2%	-2%	0%	2
COc1cc2c(cc1OC)C(C(=O)NC1CC1)C1c3ccccc3CCN1C2=O (centres undefined)	-1%	-8%	22%	0
NC(CSC(c1ccccc1)(c1ccccc1)c1ccccc1)C(=O)O (centres undefined)	-5%	-7%	-4%	30[activator]
COc1ccc(C(=O)CC(=O)c2ccc(F)cc2)cc1	3%	-1%	-38%	4
O=C1NC[C@H](Cc2ccccc2)N(CC2CCN(CCCC3CCCC3)CC2)C1=O	-9%	0%	18%	8
O=C(COc1coc(CN2CCN(c3ccc(F)cc3)CC2)cc1=O)NC1CCCCC1	5%	-2%	11%	11
O=C(O)c1ccccc1N(c1ccccc1)c1ccccc1	5%	-3%	2%	1
COc1cccc(/C=C/C(=C2\C(=O)N(c3ccccc3)N=C2C)c2ccc(Br)cc2)c1OC	-2%	0%	5%	-2
Cc1nc(Nc2nc3c(c(=O)[nH]2)CCC3)nc2ccccc12	-2%	-4%	-26%	3
OCCCn1c(C2CCCN2c2nc(-c3ccc(Cl)cc3)cs2)nc2cc(Cl)c(Cl)cc21 (centres undefined)	?	-1%	3%	11
N=C1N(c2ccccc2)C(=S)C(=Nc2ccccc2)N1c1ccccc1	-3%	0%	-26%	6
CN(C)c1ccc(CSc2ccccc2)cc1	3%	-2%	13%	-9
C=CC(=O)Nc1cccc(Oc2ccnc(Nc3ccc(N4CCN(C)CC4)cc3)n2)c1	-3%	4%	-34%	-2
CC1([N+](=O)[O-])COC(C=Cc2ccccc2)OC1 (centres undefined)	3%	-7%	13%	-24
Cc1c(/C(O)=C2/C(=O)C(=O)N(CCN3CCOCC3)C2c2ccco2)cnn1-c1ccccc1 (centres undefined)	1%	0%	-36%	-13
CCN1/C(=c2/s/c(=C3/C(=O)N(c4ccccc4)N=C3C)n(CC)c2=O)C=Cc2ccccc21	0%	-1%	-12%	-13
C(=NN=C(NN=Cc1cccs1)NN=Cc1cccs1)c1cccs1	-21%	0%	5%	5
CCCCn1cnc2c(c(CC#N)nn2-c2ccccc2)c1=N	0%	-3%	0%	18
O=C(c1cc2cc3ccc(Cl)cc3nc2o1)N1CCN(Cc2ccc3c(c2)OCO3)CC1	-4%	0%	16%	-3
Cc1cc(N2CCN(C)CC2)nc2ccc(NC(=O)CCC(=O)NCCC3=CCCCC3)cc12	110%[activator]	-14%	-13%	7
Cc1cc(NC(=O)c2ccc(C(C)(C)C)cc2)no1	4%	-1%	-21%	?
Cc1cc([N+](=O)[O-])ccc1P(=O)(O)c1ccc([N+](=O)[O-])cc1C	5%	-6%	-12%	1

Arranged by the number under TSG101-PTAP inh (falling): 4 from the list above
Structure	TSG101-PTAP inh
C=CC(=O)Nc1cccc(Oc2ccnc(Nc3ccc(N4CCN(C)CC4)cc3)n2)c1	4%
O=C(c1cc2cc3ccc(Cl)cc3nc2o1)N1CCN(Cc2ccc3c(c2)OCO3)CC1	0%
Cc1cc(NC(=O)c2ccc(C(C)(C)C)cc2)no1	-1%
CC1([N+](=O)[O-])COC(C=Cc2ccccc2)OC1 (centres undefined)	-7%

(further entries)
Molecule	S-ASM inh	TSG101-PTAP inh	Integrin act MD	Giardia killer
CC1CN(C(=O)c2cc(F)c(F)cc2Cl)CC(C)O1 (centres undefined)	1%	-2%	?	12
Cc1ccc(-n2c(C)cc(C=C3C(=O)N(C)C(=O)N(C)C3=O)c2C)cc1	0%	2%	2%	-3
CCCC[C@@H]1C[C@H]1[C@@H](NC(=O)c1ccco1)c1ccccc1C(F)(F)F	-3%	-7%	-23%	-15
COc1c(NC=O)c2c(c([N+](=O)[O-])c1OC)C(=O)OC2	-3%	-2%	-10%	6
CCOC(=O)c1c(SCCN2CCCCC2)n(-c2ccccc2)c(=S)n(-c2ccccc2)c1=O	-1%	-4%	-6%	10
O=S1(=O)c2c(F)cccc2OC(COc2ccccc2)CN1CCc1ccc(F)cc1 (centres undefined)	2%	-2%	-13%	6
O=C(c1ccc(S(=O)(=O)N2CCC(c3nc4ccccc4s3)CC2)cc1)N1CCCCC1	-1%	-6%	14%	10
O=c1[nH]c(-c2ccccc2)ncc1OCc1ccccc1	-1%	-3%	-6%	14
Cc1ccccc1Oc1ccc2c(c1)[C@@H]1C[C@H]3[C@@H](C(=O)N1CC2)[C@H](C)ON3C	13%	-7%	16%	27
O=C1Nc2ccc(S(=O)(=O)NCc3ccco3)c3cccc1c23	87%[activator]	-2%	-40%	-11
CC(NC(=O)c1ccccc1Cl)c1ccc(-n2ccnc2)cc1 (centres undefined)	3%	-1%	11%	9
C#CCOCCOCCOCCNc1nc(N2CCN(C(=O)[C@H]([C@@H](C)CC)n3cc(CCCN=C(N)N)nn3)CC2)nc(N2CCN(C(=O)[C@H]([C@@H](C)CC)n3cc(CCC(=O)O)nn3)CC2)n1	7%	-10%	-2%	15
CN(c1ccccc1)S(=O)(=O)c1cc(C(=O)OCC(=O)c2c(N)n(C)c(=O)n(C)c2=O)ccc1Cl	-20%	1%	?	-14
Cc1ccc(Sc2ncccc2O)cc1	2%	0%	15%	15
O=C(O)/C=C/C(=O)Nc1nc(-c2ccc3ccccc3c2)cs1	8%	-4%	-1%	8
Cc1cc(-c2ccccc2)nc2c(Br)c(C(=O)O)nn12	-2%	-11%	?	22
CN(C(=O)c1cccc(NC(=O)Cc2ccc(NC(=O)C3CCCN(C(=O)C4CC4)C3)cc2)c1)C1CCCC1 (centres undefined)	0%	0%	25%	-3
O=[N+]([O-])c1cc(CS(=O)(=O)Oc2ccc(Cl)cc2)c(O)c([N+](=O)[O-])c1	-10%	-5%	7%	-16
CCCCCCCCN1[C@@H](CC(=O)OCC)c2cc(C(F)(F)F)ccc2S1(=O)=O	-3%	-1%	-24%	9
CCN(C(=O)COC(=O)Cn1c(=O)oc2ccccc21)c1c(N)n(Cc2ccccc2)c(=O)[nH]c1=O	-2%	-3%	?	4
c1ccc2nc(NN=C3CCCCC3)ccc2c1	11%	-2%	0%	3
CN1CCc2c(sc3c2c(=O)n(-c2cccc(Cl)c2)c2nncn32)C1	3%	-5%	25%	11
CC(/C=N/NC(=O)c1nnn(-c2nonc2N)c1CN1CCCCC1)c1ccccc1 (centres undefined)	2%	-1%	16%	-2
CN(C(=O)c1cccc(NC(=O)Cc2ccc(NC(=O)C3CCCN(C(=O)C4CCCC4)C3)cc2)c1)C1CCC1 (centres undefined)	9%	1%	18%	-3
Cc1ccc(S(=O)(=O)Nc2ccccc2N=Cc2ccc([N+](=O)[O-])cc2[N+](=O)[O-])cc1	-4%	-2%	-46%[inhibitor]	-15
COc1ccc(CN2CCN(C(=O)c3ccccc3C(=O)c3ccccc3)CC2)cc1OC	-1%	-4%	9%	4
C[C@H]1CCC/C=C/[C@@H]2C[C@H](O)C[C@H]2[C@H](O)[C@H](S(=O)c2ccc(O)cc2)CC(=O)O1 (some centres undefined)	4%	-6%	-55%[inhibitor]	-12
COC(C(=O)Nc1ccc(F)c(F)c1)c1ccccc1 (centres undefined)	0%	-4%	-12%	6
O=C(NC1CCCCC1)c1ccc(-c2ccccc2)cc1	1%	0%	16%	-1
O=C1CCC[C@@H]2C[C@@]3(C[C@@H]4CCN1[C@H]24)Nc1cc([N+](=O)[O-])ccc1NC3=NC1CCCCC1	-19%	0%	-12%	?
C[C@]12CC[C@H](O)CC1=CCC1C2CC[C@@]2(C)C1CC[C@@H]2NC(=O)[C@@H](N)Cc1cnc[nH]1 (some centres undefined)	0%	-5%	-20%	-18
Cc1cccc(NC(=O)c2cccc(NC(=O)c3ccco3)c2)c1	-4%	-1%	14%	-17
CCOC(=O)c1ccccc1NC(=O)CSc1nc2c(sc(=S)n2CC)c(=O)[nH]1	4%	-1%	4%	13
NNc1nc(-c2ccccc2)nc(-c2ccccc2)c1Br	-9%	-8%	8%	-28
C[C@@H](C(=O)Nc1cc(C(F)(F)F)ccc1N1CCOCC1)N1C(=O)C2CC=CCC2C1=O (some centres undefined)	3%	0%	22%	8
O=C1c2ccccc2C(=O)N1CCCn1c2ccc(Cl)cc2c2nc3ccccc3nc21	4%	0%	-19%	34[activator]
COc1ccc(CNS(=O)(=O)CCNCc2ccccc2OC)cc1	0%	-3%	0%	3
CN(C)c1ccc(CNCc2cccnc2)cc1	3%	0%	4%	3
O=C1NC[C@H](Cc2ccccc2)N(CC2CCN(CCCCc3ccccc3)CC2)C1=O	2%	-2%	-2%	3
O=[N+]([O-])c1ccc(NN=Cc2ccccc2)nc1	7%	0%	20%	-23
COP(=O)(OC)c1ccc(NCc2cc(O)ccc2O)cc1	-19%	-3%	-61%[inhibitor]	-13
CCOC(=O)C1CCN(CCCSc2ccc(C)cc2)CC1	6%	-1%	-14%	21
CCOC(=O)C=C(OC(=O)c1ccc(OC)cc1)c1ccccc1	-4%	0%	-3%	13
O=C(NC1CC1)c1ccc(NC(=O)C2CCCCC2)cc1	2%	-1%	-10%	-5
O=C1c2ccccc2C(=O)N1CCC1(O)C(c2ccccc2)=Nc2ccccc21 (centres undefined)	1%	-8%	8%	7
Cc1cc(-c2nc3ccccc3s2)ccc1N	i	-8%	6%	-22
Nc1nc(N)nc(-c2cccc(Br)c2)n1	3%	-7%	24%	-13
CC(=O)Nc1c(Cl)cc2c(c1Cl)C(=O)c1ccccc1-2	-10%	-3%	-21%	-10
COc1ccc(C=NNc2nc3c([nH]2)c(=O)n(C)c(=O)n3C)cc1	0%	-8%	-9%	-1

A portion of the library (hit frequency here may not be typical).
